Ins promoter up: insulin promoter activators in MIN6 cells, imaging, high-content screening, mouse beta cells. 190,000 compounds, 0.3% hits. AID 1625, 2009. z-score at 5 µM. MIN6 insulin promoter-GFP reporter; hits give high values;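 active = z-score above 3 at 5 µM with at least 500 cells counted in the well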
PMI inhibition: human PMI inhibitors, high substrate, primary screen, biochemical, fluorescence intensity, high mannose 6-phosphate (AID 1220) | Mannose-6-phosphate isomerase (Homo sapiens) | inhibition, % at 20 µM, or IC50 in µM where a hit was titrated | 190,000 compounds, 0.66% hits | recombinant PMI enzyme, coupled fluorescence intensity; higher % means a stronger effect
bCat nuc transl: modulators of beta-catenin nuclear translocation, primary screen, imaging, HeLa cells, immunofluorescence, high-content; 190,000 compounds, 0.3% hits; nuclear translocation activity, % at 5 µM;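 active = nuclear translocation activity above 50% at 5 µM, with a well cell count of 50 or more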;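 also: per-cell ratio of nuclear to cytoplasmic median beta-catenin stain intensity; plate controls were DMSO negative control for no effect and GSK-3 inhibitor IX positive control for full effect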
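Test system: human HeLa cells, native beta-catenin. Compound dosing: 5 µM primary single dose, 0.1% DMSO, 0.02–20 µM confirmation series. Incubation: compound exposure 24 h at 37°C. Detection: beta-catenin immunostaining with DAPI counterstain, 20x imaging, 6 fields/well. Read-out basis: Nuclear/cytoplasmic beta-catenin signal ratio, % activation.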
Yfh1-depleted yeast: enhancers of respiration in Yfh1-depleted yeast, dose response, Friedreich's ataxia, plus single-dose screen (AID 1465); S. cerevisiae Yfh1-off respiration, WST-1 reduction, 72 h; higher fold induction means a stronger effect; 220,000 compounds, 0.074% hits; one-dose fold induction at 50 µM; EC50 in µM for titrated hits;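 active = fold induction of absorbance versus untreated yeast above a set limit, then at least 30% activation at any dose in follow-up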;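 also: activators that raise dye reduction in frataxin-depleted yeast; strong numbers were not always called active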
Autophagy HCS: autophagy modulators in MEF cells, primary screen, imaging, high-content, MEF GFP-LC3; MEF GFP-LC3 puncta imaging; test concentration mostly 10 µM; calls only at 10 µM (by protocol); 190,000 compounds, 0.98% hits;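 active = percentage of spot-positive cells more than 3 SD above its plate mean, without a fluorescence outlier flag or 80% toxicity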;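 also: spot-positive cell cutoff set from DMSO-treated cells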
MT stabilize HCS: microtubule stabilizers in HeLa cells, primary screen, imaging, high-content imaging | HeLa tubulin immunostaining HCS, 24 h; share of cells brighter than vehicle mean+2SD | % tubulin-high responders, % at 10 µM | 200,000 compounds, 0.83% hits;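 active = plate Z-score above 3 for both tubulin-high and condensed-nucleus cell shares, with cell loss under 80%, at 10 µM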;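 also: anti alpha tubulin signal scored within the nucleus-defined area of each cell; some results filed as inactive read as strong as hits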
Dynein cargo inh: inhibitors of GR-EGFP nuclear translocation, primary screen, dynein cargo transport inhibitor project, imaging, high-content, 3617.4 mouse cells; test concentration mostly 20 µM; stimulated with dexamethasone, 1 µM; hits give low values; z-score, hits read low; 220,000 compounds, 0.47% hits; AID 1381, 2008;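 active = plate z-score of nuclear minus cytoplasmic receptor signal below a set negative limit, without overly bright fluorescence or cell loss, cut at about -3.5 in these data, passing the limit was not always enough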;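 also: z-score of nuclear minus cytoplasmic ring GR-EGFP intensity difference per well; some compounds called inactive have numbers as strong as hits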
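Buffer or medium – tet-free medium with charcoal-stripped serum · Signal – automated 10x imaging of fixed Hoechst-stained cells · Also added – dexamethasone agonist, 1.0 µM final, for 30 min · Incubation – induction 48 h, compound 1 h, agonist 30 min · Read-out – GR-EGFP nuclear translocation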
human PMI inhibition: inhibitors of human PMI, primary screen, biochemical, fluorescence intensity, coupled assay (AID 1209); Mannose-6-phosphate isomerase (Homo sapiens); purified PMI enzyme, coupled fluorescence intensity; higher % means a stronger effect; inhibition, % at 20 µM; hits with a dose series show IC50 in µM; 190,000 compounds, 0.42% hits;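 also: plate controls were DMSO vehicle for no effect and wells lacking substrate for full effect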
WT yeast gro inh: growth inhibition of WT strain, primary screen, mitochondrial fusion inhibitor project, WT and mutant strains, chemical genetic. 190,000 compounds, 2.1% hits. inhibition, % at 10 µM. mitochondrial fusion phenotypic screen; in the data active = inhibition above about 58%; tested in S. cerevisiae
WT yeast gro inh mutant strain: second read-out of WT yeast gro inh, no call of its own (marks repeat the call); inhibition, %; mitochondrial fusion phenotypic screen, mutant strain inhibition
Dynein cargo inh cytoplasmic EGFP: also measured in Dynein cargo inh; calls as there; z-score; measured here: cytoplasmic GR-EGFP intensity; hits give high values
Dynein cargo inh nuclear GR-EGFP: second read-out of Dynein cargo inh, no call of its own (marks repeat the call); z-score; measured here: nuclear GR-EGFP intensity;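 lower value marks the stronger effect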
Dynein cargo inh cell count: recorded beside Dynein cargo inh, whose call it bears; z-score; measured here: cell count per field
Ins promoter up cell count: recorded beside Ins promoter up, whose call it bears; cell count; measured here: cytotoxicity, nuclei count;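 total cells summed across four imaged fields per well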
bCat nuc transl cell count 5 µM: also measured in bCat nuc transl; calls as there; cell count; measured here: cell count, cytotoxicity flag
MT stabilize HCS Hoechst-high %: also measured in MT stabilize HCS; calls as there; % Hoechst-high responders; measured here: nuclear condensation Hoechst responders;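 share of cells brighter than vehicle mean plus two SD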
MT stabilize HCS cytotoxicity %: also measured in MT stabilize HCS; calls as there; toxicity, %; measured here: cytotoxicity by cell density;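 0% = mean cell density of plate MIN control wells and 100% = no cells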
Autophagy HCS cell loss 18 h: further read-out of Autophagy HCS, marked with its call; toxicity, %; measured here: cell loss, nuclei count;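 cell loss after 18 h compound exposure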
The depositor's hits bear a star; i = inactive; x = not tested or not shown; + = active, no number. Rule as the data show it, unless noted: active = inhibition above about 50%; inactive = the rest.

nr	SMILES	Ins promoter up	Ins promoter up cell count	PMI inhibition	bCat nuc transl	bCat nuc transl cell count 5 µM	Yfh1-depleted yeast	Autophagy HCS	Autophagy HCS cell loss 18 h	MT stabilize HCS	MT stabilize HCS Hoechst-high %	MT stabilize HCS cytotoxicity %	Dynein cargo inh	Dynein cargo inh cytoplasmic EGFP	Dynein cargo inh nuclear GR-EGFP	Dynein cargo inh cell count	human PMI inhibition	WT yeast gro inh	WT yeast gro inh mutant strain
1	Cc1ccc(-c2cn(-c3ccccc3)c(SCC(=O)NC3CCS(=O)(=O)C3)n2)cc1C (stereo unspecified)	-0.26	1137	4%	x	x	i	i	-22	4.6	3.4	10	-0.95	-0.26	-0.81	-0.6	6%	-19	-6
2	C=CCn1c(-c2cccc(OC)c2)nc2nc3ccccc3nc21	-0.31	1587	8%	-0.1	1378	i	i	-2	2.5	1.3	1.7	0.88	-0.2	-0.5	-1	7%	19	-4
3	CCc1cc2ccccc2nc1Cl	1	1452	-2%	0.2	1506	i	i	34	4.7	1.4	6.6	0.29	-0.32	0.031	0.12	-2%	-15	11
4	CCN=C1SC(CC(N)=O)C(=O)N1CC (stereo unspecified)	0.1	1691	3%	0.1	947	i	i	1	3.3	2.8	7.9	0.2	-0.093	0.31	-1.3	8%	-6	7
5	OC(COc1ccc(CNCCc2ccccc2F)cc1)CN1CCCCC1 (stereo unspecified)	0.24	1356	-3%	-1.9	1133	i	i	-17	2.0	1.7	0.1	-0.73	-0.32	-0.26	0.89	3%	2	-2
6	Cc1cccc(NC(=O)CC2c3ccccc3Oc3ccccc32)c1	x	x	17%	0.2	919	i	i	-13	2.7	3.7	5.4	0.77	-0.16	1.8	-1.2	19%	1	-19
7	Cc1noc(C)c1COc1cccc(C(=O)NCc2ccccc2Cl)c1	-0.17	822	13%	x	x	i	i	-1	1.1	0.9	4.3	-0.46	0.44	0.028	0.89	10%	16	6
8	CN1CCC(=NNC(=O)COc2ccc(Cl)cc2)CC1	0.43	1196	-5%	-2.0	1123	i	i	6	2.4	2.2	9.3	0.18	-0.19	0.41	-0.32	-6%	-11	8
9	O=C(CCCOc1ccccc1)N1CCN(c2ccccc2)CC1	-0.9	989	6%	x	x	i	i	-4	1.6	1.3	6.7	-0.61	0.14	-0.17	1.1	-4%	17	17
10	O=C(OC(C(=O)NC1CCCCC1)c1ccccc1)c1ccco1 (stereo unspecified)	x	x	12%	x	x	i	i	2	3.0	2.0	4.7	-0.74	-0.26	-0.62	0.29	12%	-24	21

nr	SMILES	Ins promoter up	Ins promoter up cell count	PMI inhibition	bCat nuc transl	bCat nuc transl cell count 5 µM	Yfh1-depleted yeast	Autophagy HCS	Autophagy HCS cell loss 18 h	MT stabilize HCS	MT stabilize HCS Hoechst-high %	MT stabilize HCS cytotoxicity %	Dynein cargo inh	Dynein cargo inh cytoplasmic EGFP	Dynein cargo inh nuclear GR-EGFP	Dynein cargo inh cell count	human PMI inhibition	WT yeast gro inh	WT yeast gro inh mutant strain
11	O=[N+]([O-])C(=C1Nc2ccccc2N1)/C(Cl)=C(/Cl)Br	0.18	1243	-58%	-1.6	544	i	i	9	2.4	2.3	7.4	-1.5	0.21	-0.19	-0.09	-44%	0	-15
12	Cc1onc(-c2ccccc2Cl)c1C(=O)Nc1cnn(Cc2ccccc2)c1	-0.37	1927	5%	0.3	1157	i	x	x	x	x	x	x	x	x	x	7%	4	2
13	Cc1nc(CCNC(=O)CC2C(=O)NCCN2Cc2ccc(F)cc2)sc1C (stereo unspecified)	0.07	1443	13%	7.6	932	i	i	11	3.9	1.9	0.1	0.98	-0.18	0.62	-0.48	5%	5	8
14	Cc1cc(C)c(-c2cc(NC(=O)CSc3n[nH]c(N)n3)n(-c3ccccc3)n2)cc1C	0.97	745	3%	1.0	970	i	i	34	1.6	1.6	4.6	-0.77	-0.014	-0.057	0.47	14%	13	10
15	COc1ccc(Nc2ccc(N3C(=O)CC(C)C3=O)cc2[N+](=O)[O-])cn1 (stereo unspecified)	0.03	1168	32%	-1.3	1125	i	i	23	6.1	2.2	8.3	0.31	-0.35	0.19	0.67	16%	-6	5
16	COc1ccc(NC(=O)COc2ccccc2C#N)c(S(=O)(=O)N2CCCCC2)c1	0.13	880	1%	1.1	1114	i	i	11	3.9	3.3	12	-1.2	-0.18	-0.49	0.48	-3%	0	-4
17	CCOC(=O)C1(Cc2cccc(Cl)c2)CCCN(C2CCN(C(C)=O)CC2)C1 (stereo unspecified)	0.4	1409	-12%	-1.2	947	i	i	9	3.1	2.5	3.2	-0.96	-0.21	-0.63	0.51	-8%	5	15
18	Cc1ccc(NC(=O)COC(=O)/C=C/c2cccs2)c(C)c1	1	1338	-13%	x	x	i	i	-1	3.0	2.0	2.0	0.067	-0.21	-0.3	-0.17	-13%	6	16
19	COc1ccccc1C1C2=C(CC(C)(C)CC2=O)Nc2nnnn21 (stereo unspecified)	-0.81	1432	-1%	0.8	1163	i	i	14	2.7	1.8	4.3	0.013	-0.23	0.2	-0.47	0%	6	10
20	COc1ccc(OC)c(C2=NOC(C(=O)Nc3cc(C)on3)C2)c1 (stereo unspecified)	2.1	1049	x	-0.3	1320	i	x	x	x	x	x	-1.5	-0.098	-0.75	1.8	x	x	x

Some of the entries so far, in transposed form.
12: Cc1onc(-c2ccccc2Cl)c1C(=O)Nc1cnn(Cc2ccccc2)c1
19: COc1ccccc1C1C2=C(CC(C)(C)CC2=O)Nc2nnnn21 (stereo unspecified)
Assay by compound,12,19
Ins promoter up,-0.37,-0.81
Ins promoter up cell count,1927,1432
PMI inhibition,5%,-1%
bCat nuc transl,0.3,0.8
bCat nuc transl cell count 5 µM,1157,1163
Yfh1-depleted yeast,i,i
Autophagy HCS,x,i
Autophagy HCS cell loss 18 h,x,14
MT stabilize HCS,x,2.7
MT stabilize HCS Hoechst-high %,x,1.8
MT stabilize HCS cytotoxicity %,x,4.3
Dynein cargo inh,x,0.013
Dynein cargo inh cytoplasmic EGFP,x,-0.23
Dynein cargo inh nuclear GR-EGFP,x,0.2
Dynein cargo inh cell count,x,-0.47
human PMI inhibition,7%,0%
WT yeast gro inh,4,6
WT yeast gro inh mutant strain,2,10

The results go on.
nr	SMILES	Ins promoter up	Ins promoter up cell count	PMI inhibition	bCat nuc transl	bCat nuc transl cell count 5 µM	Yfh1-depleted yeast	Autophagy HCS	Autophagy HCS cell loss 18 h	MT stabilize HCS	MT stabilize HCS Hoechst-high %	MT stabilize HCS cytotoxicity %	Dynein cargo inh	Dynein cargo inh cytoplasmic EGFP	Dynein cargo inh nuclear GR-EGFP	Dynein cargo inh cell count	human PMI inhibition	WT yeast gro inh	WT yeast gro inh mutant strain
21	Cc1ccc(N2C(=O)NC(C(F)(F)F)(C(F)(F)F)C3=C2CC(C)(C)CC3=O)cc1	0.48	1359	9%	0.1	566	i	i	-13	5.9	3.5	6.6	-0.31	-0.21	-0.58	0.51	2%	-4	-15
22	CN(C)S(=O)(=O)c1ccc(C(=O)Nc2cc(S(=O)(=O)Nc3ccccc3Cl)ccc2N2CCCCC2)cc1	-0.4	1140	9%	0.2	537	i	i	6	1.8	2.0	2.4	-0.52	-0.26	-0.65	0.66	3%	-9	-12
23	CCCc1oc2c(c(=O)c1CC)C(=O)CC(C)(C)C2	0	1329	2%	0.5	1001	i	i	-6	3.8	2.6	6.5	-0.48	-0.13	-0.33	0.33	4%	9	13
24	CC(=O)c1ccc(NS(=O)(=O)c2ccc(N)cc2)cc1	0.39	1244	-6%	1.1	1445	i	i	-4	3.7	2.0	0.4	0.85	0.038	0.47	0.16	1%	16	-5
25	Cc1cccc(-c2nnc(SCC#N)n2-c2cccc(Cl)c2)c1	-0.33	1214	9%	-0.9	520	i	i	0	3.3	2.5	14	0.091	-0.15	0.42	-0.55	9%	6	-6
26	N#Cc1c(N)n(CCNC(=O)c2ccc(Cl)cc2)c2nc3ccccc3nc12	0.25	1424	17%	-2.6	946	i	i	17	3.1	1.8	5.9	0.46	-0.012	0.62	0.19	-1%	-3	-11
27	Cc1cc(C)nc(N/N=C/C2=C(N3CCOCC3)C(=C\c3ccc(Cl)cc3)/CC2)n1	x	x	-93%	-1.1	860	i	i	-1	3.4	3.5	5.5	-0.11	-0.13	-0.35	-0.0054	-42%	14	14
28	C=CCOC(=O)COc1ccc2c(C)c(CC)c(=O)oc2c1	x	x	4%	x	x	i	i	8	2.3	1.6	7.0	0.81	-0.21	0.86	-1.2	12%	0	2
29	C=CCOn1c(=O)c(=O)n(OCc2ccccc2)c2ccccc21	0.54	1234	-7%	1.6	1208	i	i	16	4.5	3.0	2.0	1.2	-0.28	0.57	-1.2	-2%	26	15
30	Cn1nc(-c2ccccc2)c2nc3ccccc3nc21	1.8	1212	11%	-3.8	939	i	+	4.3*	3.0	2.3	5.8	-0.41	0.5	0.09	0.51	14%	6	21
31	Cc1ccc(N2CCN(C(=S)c3ccc(-c4ccccc4[N+](=O)[O-])o3)CC2)cc1	-0.1	1073	x	0.4	1232	i	x	x	x	x	x	0.28	-0.3	0.22	0.69	x	x	x
